Screening data (PubChem)
VEEV TC-83 Vero: inhibitors of VEEV TC-83 cytopathic effect, confirmation, Vero cells (AID 588727) | Vero cells, VEEV TC-83 cytopathic effect inhibition; higher % means a stronger effect | one-dose inhibition, % at 20 µM; IC50 in µM for titrated hits | 0.13% of 350,000 active; in the data active = a potency from the dose series; note: strong numbers were not always called active
An asterisk follows results filed as active; i = inactive.

cpd | canonical_smiles | VEEV TC-83 Vero
1 | COc1ccc(-n2nc(C#N)c(Cl)cc2=O)cc1 | 11%
2 | CCOC(COC(=O)c1ccccc1C(=O)O)c1ccccc1 (stereo not given) | i
3 | Cc1ccc(S(=O)(=O)N2C[C@]3(O)C[C@@H]4C(=O)N(c5ccccc5)C(=O)[C@@H]4C[C@]3(OC(=O)NC3CCCC3)C2)cc1 | 3.5%
4 | CCN(C(=O)CN1C(=O)NC2(CCC(C)CC2)C1=O)C1CCCCC1 (stereo not given) | 0.0%
5 | NC(=O)c1ccc2nc(NC(=O)c3ccc(N)cc3)sc2c1 | 9.9%
6 | O=C(NN=Cc1ccc2c(c1)CCN2)c1cccs1 | 6.9%
7 | C[C@H](CO)N1C[C@H](C)[C@H](CN(C)Cc2cncnc2)Oc2cc(Br)ccc2S1(=O)=O | i
8 | Cc1cc(=O)c2ccc(NC(=O)c3ccccc3)cc2[nH]1 | 1.3%
9 | COc1ccc(S(=O)(=O)N(C)C)cc1NC(=O)COc1ccc2c(c1)CCC2 | 5.3%
10 | CC(=O)Nc1ccc(NC(=O)N2CCOCC2)cc1 | 7.5%

Carrying on:
cpd | canonical_smiles | VEEV TC-83 Vero
11 | Cc1c(NC(=O)c2cccc(NC(=O)Cc3ccccc3Cl)c2)c(=O)n(-c2ccccc2)n1C | 0.7%
12 | COc1ccc(CCNC(=O)CSC2=NS(=O)(=O)c3cc(F)ccc3N2)cc1OC | 0.1%
13 | Cc1ccc(S(=O)(=O)N2C[C@H]3N(C(=O)OC(C)C)N(C(=O)OC(C)C)C[C@H](OC(=O)Nc4cccs4)[C@@]3(O)C2)cc1 | 6.0%
14 | CN[C@H]1C[C@H]2c3[nH]c4ccc(-c5ccc(OC)cc5)cc4c3CCN2C(=O)[C@H]1[C@H](C)O | i
15 | CCn1c(SCC(=O)Nc2ccccc2)nc2c(c1=O)SCC2 | 2.9%
16 | COc1ccccc1NC(=O)Nc1ccnn1C1CCN(C(=O)C2CCOC2)CC1 (stereo not given) | i
17 | CN(C)CCCNC(=S)N1CCC(C(=O)c2ccc(Cl)cc2)CC1 | 12%
18 | CCc1cccc(C)c1NC(=O)COC(=O)CCn1c(C)csc1=O | 0.9%
19 | COc1ccc(C)c2sc(N(CCN(C)C)C(=O)c3ccc(S(=O)(=O)N(C)c4ccccc4)cc3)nc12 | 2.9%
20 | CCN(CC(=O)Nc1ccccc1C(F)(F)F)C(=O)c1ccc2c(c1)NC(=O)C(C)S2 (stereo not given) | 0.9%

Four entries from above, reformatted.
15: CCn1c(SCC(=O)Nc2ccccc2)nc2c(c1=O)SCC2
- VEEV TC-83 Vero: 2.9%

16: COc1ccccc1NC(=O)Nc1ccnn1C1CCN(C(=O)C2CCOC2)CC1 (stereo not given)
- VEEV TC-83 Vero: i

17: CN(C)CCCNC(=S)N1CCC(C(=O)c2ccc(Cl)cc2)CC1
- VEEV TC-83 Vero: 12%

18: CCc1cccc(C)c1NC(=O)COC(=O)CCn1c(C)csc1=O
- VEEV TC-83 Vero: 0.9%

The main list resumes, repeating the 2 entries before the break.
cpd | canonical_smiles | VEEV TC-83 Vero
19 | COc1ccc(C)c2sc(N(CCN(C)C)C(=O)c3ccc(S(=O)(=O)N(C)c4ccccc4)cc3)nc12 | 2.9%
20 | CCN(CC(=O)Nc1ccccc1C(F)(F)F)C(=O)c1ccc2c(c1)NC(=O)C(C)S2 (stereo not given) | 0.9%
21 | CC1=C(C(=O)N2CCOCC2)CC(CC(=O)NCc2ccco2)C(=O)N1Cc1ccc(C(C)(C)C)cc1 (stereo not given) | i
22 | O=C1[C@H]2[C@@H](c3ccc(C(F)(F)F)cc3)N[C@]3(CCCN(Cc4ccc(F)cc4)C3=O)[C@H]2C(=O)N1Cc1ccccc1 | 0.4%
23 | Cc1cc(C)cc(NC(=O)c2ccc([N+](=O)[O-])o2)c1 | 7.5%
24 | CCCN(CC1CC1)C(=S)NC(=O)c1ccccc1C | 0.5%
25 | CNC(=O)c1ccc(CN(C)C(=O)/C=C/c2ccc(S(=O)(=O)N3CCCCCC3)cc2)cc1 | 2.3%
26 | CCOC(=O)Nc1ccc2nc(-c3cscn3)[nH]c2c1 | i
27 | COc1ccccc1-c1n[nH]nc1C1=CC(=O)CC(C)(C)C1 | 0.2%
28 | Cc1ccc(S(=O)ONc2cccc(NOS(=O)c3ccc(C)cc3)c2)cc1 (stereo not given) | 0.0%
29 | Cc1ccc(OCC(=O)Nc2ccc3c(c2)nc(CCN2CCN(c4ccccn4)CC2)n3C)cc1 | 8.7%
30 | CC(C)(C)OC(=O)N1Cc2cc3ccccc3nc2C1 | 0.7%

Next part
cpd | canonical_smiles | VEEV TC-83 Vero
31 | CCCNC(=O)N(C)C[C@@H]1Oc2cc(C#CC(C)(C)O)ccc2S(=O)(=O)N([C@H](C)CO)C[C@H]1C | 0.7%
32 | C#CCN(C[C@H]1[C@H](OC(=O)NC2CCCC2)[C@H](OC(=O)NC2CCCC2)C[C@H]2C(=O)N(c3ccccc3)C(=O)[C@@H]12)S(=O)(=O)c1ccc(C)cc1 | 3.6%
33 | CCOC(=O)c1cc(-c2sc(NC(=O)c3ccccc3)nc2C)n(-c2ccc(Br)cc2)n1 | 8.3%
34 | Cc1csc(SCC(=O)Nc2cc(F)ccc2C)n1 | 1.0%
35 | O=C(C=CC=Cc1ccccc1)c1ccc([N+](=O)[O-])cc1 | i
36 | CCOc1ccc(OCCC(=O)Nc2ccccc2C(=O)NC2CC2)cc1 | 0.4%
37 | Cc1ccc(NC(=O)COC(=O)c2cccc(S(=O)(=O)N3CCCCCC3)c2)cc1 | 6.5%
38 | Cc1cc(C(=O)N2CCCC(N3CCN(c4ccccc4C)CC3)C2)no1 (stereo not given) | 0.9%
39 | CN(Cc1ccccc1)C(=O)c1ncn2c1c(=O)[nH]c1cccnc12 | i
40 | COc1ccc([C@H]2N[C@]3(CCCN(CC4CCCCC4)C3=O)[C@H]3C(=O)N(C)C(=O)[C@@H]23)cc1 | 0.3%

Structural class, the entries above with a thiophene ring, fused or not.
cpd | canonical_smiles | VEEV TC-83 Vero
6 | O=C(NN=Cc1ccc2c(c1)CCN2)c1cccs1 | 6.9%
13 | Cc1ccc(S(=O)(=O)N2C[C@H]3N(C(=O)OC(C)C)N(C(=O)OC(C)C)C[C@H](OC(=O)Nc4cccs4)[C@@]3(O)C2)cc1 | 6.0%

More results follow.
cpd | canonical_smiles | VEEV TC-83 Vero
41 | CSc1ncnc2c1ncn2CCCN(C)Cc1ccco1 | 1.9%
42 | O=C(COC(=O)c1ccc(S(=O)(=O)N2CCOCC2)cc1)NCc1ccco1 | i
43 | CCCc1ccc(S(=O)(=O)N2CCN(C(=O)CN3C(=O)NC(C)(C4CC4)C3=O)CC2)cc1 (stereo not given) | 1.4%
44 | Cn1c(CC(O)c2nc3ccccc3n2C)nc2ccccc21 (stereo not given) | 3.9%
45 | O=C(Nc1ccc2c(c1)[C@H]1C[C@@H](CC(=O)N3CCOCC3)O[C@@H](CO)[C@H]1O2)C1CCOCC1 | 2.4%
46 | COc1cccc(CN(C)C[C@@H]2OCc3cnnn3CCCC(=O)N([C@@H](C)CO)C[C@H]2C)c1 | 0.3%
47 | COc1ccc(NC(=O)c2ccccc2SCc2ccccc2)cc1 | i
48 | Cc1ccccc1CN(C)C[C@H]1OCc2cnnn2CCCC(=O)N([C@@H](C)CO)C[C@@H]1C | i
49 | O=C1CC2(CCCC2)C(=O)N1CN1CCN(S(=O)(=O)c2cc(F)ccc2F)CC1 | i
50 | O=C(NC(=S)Nc1cccc(O)c1)C12CC3CC(CC(C3)C1)C2 | 3.8%

New compounds follow:
cpd | canonical_smiles | VEEV TC-83 Vero
51 | CN1/C(=C\C(=O)C[n+]2ccc3ccccc3c2)C(C)(C)c2ccccc21 | i
52 | CC(OC(=O)Cc1n[nH]c(=O)c2ccccc12)C(=O)N(C)c1ccccc1 (stereo not given) | 1.2%
53 | O=C(NCc1nnc(SCC(=O)N2CCOCC2)o1)c1ccccc1 | i
54 | CCCNC(=S)NC1CC2CCCC(C1)N2Cc1ccccc1OC (stereo not given) | 1.7%
55 | C=CCC(=O)N1CCC(n2nccc2NC(=O)c2ccc3c(c2)OCO3)CC1 | 1.9%
56 | CC(CNC(=O)CCCn1c(=O)c2cccn2c2cccnc21)c1ccccc1 (stereo not given) | 2.4%
57 | CCCc1c(C(=O)N/N=C(\C)c2cc(C)sc2C)nnn1-c1nonc1N | 7.7%
58 | CN(C)S(=O)(=O)N1CCC(Oc2ccc(C(=O)N3CCCCCC3)cc2)CC1 | i
59 | COc1ccc(Cl)cc1NC(=O)CSc1nc2[nH]ncc2c(=O)[nH]1 | 0.0%
60 | C[C@H]1CN([C@@H](C)CO)C(=O)CCCn2nncc2CO[C@@H]1CN(C)C(=O)Nc1ccc(N2CCCCC2)cc1 | 1.1%

Following part
cpd | canonical_smiles | VEEV TC-83 Vero
61 | C[C@@H]1CN([C@H](C)CO)C(=O)CCCn2nncc2CO[C@H]1CN(C)Cc1ccc(O)cc1 | 1.8%
62 | CC1=C(C(=O)N2CCOCC2)CC(CC(=O)NC2CC2)C(=O)N1Cc1ccccc1 (stereo not given) | i
63 | Cc1ccc([C@H]2C[C@H](O)[C@@H](n3cc(COC(=O)c4ccccc4)nn3)CN2CC2CCCCC2)cc1 | i
64 | Cc1ccccc1C(=O)OCC(=O)Nc1cccc(S(=O)(=O)N2CCCCC2)c1 | 1.1%
65 | CCOc1ccc(S(=O)(=O)N2CCOCC2)cc1NC(=O)CN1C(=O)NC(C)(C2CC2)C1=O (stereo not given) | 2.7%
66 | Cc1ccc(C(=O)OCC(=O)Nc2ccc(C)c(S(=O)(=O)N3CCCCC3)c2)c(O)c1 | 7.0%
67 | CC1CCCN(CCCNC(=O)c2ccc3c(c2)N(Cc2cccc(Cl)c2)C(=O)c2ccccc2S3=O)C1 (stereo not given) | 28%
68 | O=C1OCCC1=COCCOC=C1CCOC1=O | 0.8%
69 | Cc1ccccc1NC(=O)COC(=O)c1ccc(C)c(S(=O)(=O)N2CCCCC2)c1 | 5.1%
70 | C#CCN(C[C@H]1[C@H](OC(=O)NC2CCCC2)[C@H](OC(=O)NC2CCCC2)C[C@@H](C(=O)OC)[C@H]1C(=O)OC)S(=O)(=O)c1ccc(C)cc1 | 9.6%

Continuation.
cpd | canonical_smiles | VEEV TC-83 Vero
71 | O=C(CNc1ccc(Br)cc1)Nc1ccc(S(=O)(=O)N2CCCCC2)cc1 | 3.9%
72 | COc1ccccc1C(=O)C1CCCN(C(=O)c2ccc(Cl)cc2)C1 (stereo not given) | 0.0%
73 | COc1ccc(S(=O)(=O)N(C)C[C@H]2OCc3cnnn3CCCC(=O)N([C@H](C)CO)C[C@H]2C)cc1 | i
74 | CC1(C)CC(=O)C=C(c2ccc(CO)cc2)C1=O | 0.5%
75 | O=S(=O)(NCC1CCCO1)c1ccc(Cl)c2ccccc12 (stereo not given) | i
76 | CCC/C=C/c1ccc(CN2C(C)C(=O)N(Cc3cn(CCC4OCCO4)nn3)CCS2(=O)=O)cc1 (stereo not given) | 0.9%
77 | COCCN(C(=O)COC(=O)CSc1cc(C)ccc1C)c1c(N)n(Cc2ccccc2)c(=O)[nH]c1=O | 2.2%
78 | O=C(Nc1ccc2c(c1)[C@@H]1C[C@@H](CC(=O)N3CCCCC3)O[C@@H](CO)[C@@H]1O2)NC1CCCCC1 | 0.3%
79 | Cc1noc(C)c1C(=O)OC(C)C(=O)Nc1ccc([N+](=O)[O-])cc1C(F)(F)F (stereo not given) | i
80 | COc1ccc(Cl)cc1Nc1cc(C)nc2ncnn12 | 1.5%

Next section.
cpd | canonical_smiles | VEEV TC-83 Vero
81 | O=C(COC(=O)c1ccc(S(=O)(=O)N2CCCCCC2)cc1)Nc1ccccc1C(F)(F)F | 1.1%
82 | Cc1ccc(C)c2c1CCC(=Cc1ccccc1[N+](=O)[O-])C2=O | 4.6%
83 | COc1ccc(C=C2CCC3C(CCCC34OCCO4)C2=O)cc1 (stereo not given) | 1.8%
84 | Cc1nc(NC(=O)C(C)(C)C)sc1-c1csc(N)n1 | 5.6%
85 | Cc1ccc(C(=O)O)cc1NC(=O)CCc1c(C)noc1C | i
86 | CC(=O)Nc1ccc(S(=O)(=O)Nc2nnc(C)s2)cc1 | 0.7%
87 | S=C1SCN(Cc2cccs2)CN1Cc1cccs1 | 0.6%
88 | CCCNC(=O)C[C@H]1C[C@H]2c3cc(NC(=O)Nc4ccc(F)cc4)ccc3O[C@H]2[C@@H](CO)O1 | 2.0%
89 | CC1=C(C(=O)N(C)C)CC(CC(=O)NCC2CCCCC2)C(=O)N1Cc1ccccc1 (stereo not given) | i
90 | C#CCN(C[C@@H]1[C@@H](OC(=O)NCc2ccco2)[C@@H](OC(=O)NCc2ccco2)CN(C(=O)OC(C)C)N1C(=O)OC(C)C)S(=O)(=O)c1ccc(C)cc1 | 7.6%

Other structures.
cpd | canonical_smiles | VEEV TC-83 Vero
91 | Cc1ccc([C@@H]2C[C@H]3[C@@H](CN2S(=O)(=O)c2ccc(C)cc2)C(=O)C[C@@H](c2cccc(Cl)c2)N3S(=O)(=O)c2ccc(C)cc2)cc1 | 0.1%
92 | COc1ccc2cc(C3=CC(=O)CC(C)(C)C3=O)ccc2c1 | 1.4%
93 | COc1ccc(CCN2CC(C(=O)N(C)Cc3ccccn3)CCC2=O)cc1 (stereo not given) | 0.7%
94 | CC(=O)Nc1cccc(C(=O)NN2C(=O)NC3(CCC(C)CC3)C2=O)c1 (stereo not given) | 2.5%
95 | COc1ccccc1N1CCN(c2ccc3c(c2)S(=O)(=O)c2cccc(C(=O)NCC4CC4)c2C3=O)CC1 | 12%
96 | CCN(CC)S(=O)(=O)c1ccc(N2CCOCC2)c(NS(=O)(=O)c2ccc(Cl)s2)c1 | 0.1%
97 | Cc1ccc(OCC(=O)OCC(=O)NC2CCS(=O)(=O)C2)cc1C (stereo not given) | 2.6%
98 | COc1ccc(C#Cc2ccc3c(c2)O[C@@H](CN(C)C(=O)Nc2cccc(OC)c2)[C@H](C)CN([C@@H](C)CO)S3(=O)=O)cc1 | 3.3%
99 | C[C@@H]1Cn2cnc(C(=O)NCc3ccc(CNC(=O)OC(C)(C)C)cc3)c2C(=O)N1 | 2.6%
100 | CCc1ccc(/C=C2\SC(=S)N(CCCC(=O)N3CCN(C)CC3)C2=O)cc1 | 5.1%
101 | CCN(CC)C(=O)Cn1cc(C(=O)C(=O)Nc2ccc3c(c2)OCO3)c2ccccc21 | 12%
102 | COc1ccc(CN(C)C[C@@H]2OCc3cnnn3CCCC(=O)N([C@H](C)CO)C[C@H]2C)cc1 | 1.8%

An excerpt; the hit share may differ from the screen's.
